Integrin act MD = qHTS for Activators of Integrin-Mediated Alleviation for Muscular Dystrophy | hit rate 0.064% among 350,000 | alpha7betagal myoblasts, beta-gal FDG fluorescence, 48 h | Potency, µM (highest dose often 38.3 µM), for the others: at the top dose activation, usual class: activators;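 note: potency is the fitted concentration of half-maximal effect; 100% = response of the positive control SU9516; nearly all actives have a fitted effect of over 60% in size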
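Alpha7betagal+/- myoblasts (passage 13) were plated 16-24 hr, then exposed to compounds (1:260 dilution of DMSO stock) for 48 hours at 37C. After MPER lysis, β-galactosidase reporter activity was read as FDG fluorescence (ex 480/em 540) after 30 minutes.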
TSG101-PTAP inh = qHTS Assay for Iinhibitors of HIV-1 Budding by Blocking the Interaction of PTAP/TSG101. Tumor susceptibility gene 101 protein (Homo sapiens), Q99816. Fluorescence polarization, FITC-PTAP peptide / Tsg101 binding. Potency, µM (highest dose often 115 µM), inactives show at the top dose activity change, negative = inhibition, most hits filed as inhibitors. 340,000 tested, under 10 active; active = well fitted inhibition curve with a large enough effect in the main read-out, with a control signal flat, not every such curve was filed as active; inconclusive = small, poorly fitted or top-dose-only effect, or effect the other way, or a change in a side signal; inactive = no such curve, though single readings can be large or run the other way; note: potency is the fitted concentration of half-maximal effect; % of control where 0% means no effect
Target sequence (Q99816 whole entry, looked up): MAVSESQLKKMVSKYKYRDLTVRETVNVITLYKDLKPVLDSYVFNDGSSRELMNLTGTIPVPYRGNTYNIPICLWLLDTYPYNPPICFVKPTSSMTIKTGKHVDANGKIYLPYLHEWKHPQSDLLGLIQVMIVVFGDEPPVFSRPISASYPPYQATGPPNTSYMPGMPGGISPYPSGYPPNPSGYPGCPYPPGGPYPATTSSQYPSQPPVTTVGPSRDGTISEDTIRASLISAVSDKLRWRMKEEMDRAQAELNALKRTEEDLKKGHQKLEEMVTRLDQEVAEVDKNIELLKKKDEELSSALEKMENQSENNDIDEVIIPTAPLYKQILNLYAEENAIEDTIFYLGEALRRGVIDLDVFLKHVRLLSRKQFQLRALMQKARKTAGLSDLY
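Tsg101 binding domain (10 uM final) was mixed with compound and a FITC-labeled PTAP peptide (50 nM final) in HEPES pH 7.5 buffer with NaCl, Tween 20, EDTA and TCEP; fluorescence polarization was read after 20 min at r.t.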
ASM inhibitor = Inhibitors of Secretory Acid Sphingomyelinase (S-ASM): qHTS; Sphingomyelin phosphodiesterase (Homo sapiens), P17405; placental ASM, HMU-PC fluorogenic substrate, 60 min; Potency, µM (titrated, usually from 57.5 µM), without a hit: at the highest dose activity change, negative = inhibition, most hits filed as inhibitors; hit rate 0.006% among 340,000; AID 504937, 2011; note: potency is the fitted concentration of half-maximal effect
Target sequence (P17405 47-631 limits assumed): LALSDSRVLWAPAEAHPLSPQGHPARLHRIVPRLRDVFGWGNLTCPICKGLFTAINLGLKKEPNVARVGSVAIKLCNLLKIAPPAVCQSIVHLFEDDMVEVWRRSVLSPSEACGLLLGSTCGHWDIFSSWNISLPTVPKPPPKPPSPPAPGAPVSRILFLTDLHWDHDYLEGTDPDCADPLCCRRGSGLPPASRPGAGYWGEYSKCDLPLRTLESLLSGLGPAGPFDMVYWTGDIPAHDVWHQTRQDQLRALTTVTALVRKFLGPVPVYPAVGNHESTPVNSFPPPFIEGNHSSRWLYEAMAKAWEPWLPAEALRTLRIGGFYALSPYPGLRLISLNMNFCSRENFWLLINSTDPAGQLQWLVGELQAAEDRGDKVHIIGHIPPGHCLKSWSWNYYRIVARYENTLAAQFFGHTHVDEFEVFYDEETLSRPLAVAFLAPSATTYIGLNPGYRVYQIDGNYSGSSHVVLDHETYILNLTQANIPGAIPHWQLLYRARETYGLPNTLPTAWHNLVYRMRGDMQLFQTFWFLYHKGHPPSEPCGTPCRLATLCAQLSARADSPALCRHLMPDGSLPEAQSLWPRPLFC
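Fluorogenic HMU-PC substrate (9 uM final) is turned over by placental ASM in 60 min at 37 C after a 10 min compound preincubation. Reaction ended by alkaline stop (pH 10), with fluorescence read at 386/447 nm.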
TCR act = Activators of T cell receptors: qHTS campaign; AID 504894, 2011; primary human leukocytes, anti-CD3, IL-2 HTRF, 48 h; Potency, µM (titrated, usually from 9.22 µM), inactives show at the highest dose activation of IL-2 secretion, most hits filed as activators; 330,000 tested, under 10 active; note: % of control where 0% means no effect
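Readout: HTRF IL-2, Eu-cryptate/d2 antibody pair, 320nm excitation, 665nm emission. Stimulus: a-CD3 beads, no co-stimulation. Cells: primary human leukocytes. Exposure: 48 hr with compound.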
Numbers without * were called inactive; ? = inconclusive; [ ] = another dose, or the depositor's remark. Unless noted, calls come from the whole dose curve; as a rule, active = well fitted curve in the direction sought with a large enough effect; inconclusive = small, poorly fitted or top-dose-only effect, or another doubt; inactive = no such curve, though single readings can be large; an effect the other way counts as inactive or inconclusive.

Start of the data: the first three records, to show the layout:
SMILES	Integrin act MD	TSG101-PTAP inh	ASM inhibitor	TCR act
COc1ccc(Nc2nc(C(C)(C)C)nc3c2nnn3Cc2ccccc2Cl)cc1OC	6%	1%	0%	-2%
CCOC(=O)c1ccccc1NC(=O)CN1CCC(n2nnc3cc(F)ccc32)CC1	-6%	-1%	-2%	5%
COC(=O)C=C1CCC2C3CCC4=CC(=O)C(Br)CC4(C)C3C(=O)CC12C (centres undefined)	-59%[inhibitor]	-1%	4%	-3%

All compounds of this part, previewed entries included:
SMILES	Integrin act MD	TSG101-PTAP inh	ASM inhibitor	TCR act
COc1ccc(Nc2nc(C(C)(C)C)nc3c2nnn3Cc2ccccc2Cl)cc1OC	6%	1%	0%	-2%
CCOC(=O)c1ccccc1NC(=O)CN1CCC(n2nnc3cc(F)ccc32)CC1	-6%	-1%	-2%	5%
COC(=O)C=C1CCC2C3CCC4=CC(=O)C(Br)CC4(C)C3C(=O)CC12C (centres undefined)	-59%[inhibitor]	-1%	4%	-3%
COCCNC(=O)C(=O)NCC1OCCN1S(=O)(=O)c1cc(F)ccc1F (centres undefined)	?	-2%	1%	4%
Cc1c(C(=O)OCC(O)=C(C#N)c2nc3ccccc3[nH]2)oc2ccc(Br)cc12	1%	-1%	0%	0%
Cc1cccc(NC(=O)CSc2nccn2C)c1	6%	-2%	2%	-7%
Cc1ccc(S(=O)(=O)Nc2c(C)n(C)n(-c3ccccc3)c2=O)cc1C(=O)NCc1ccco1	-27%	2%	1%	-11%
Cc1cc(Cl)ccc1C(=O)C1CCCN(C(=O)c2ccsc2)C1 (centres undefined)	7%	-1%	-4%	-2%
Cc1ccc(NS(=O)(=O)c2ccc(NC(=O)c3ccccc3C(=O)O)cc2)c(C)c1	-18%	-2%	2%	2%
CC(C)CN(C(=O)Cn1c(C(F)(F)F)nc2ccccc21)c1c(N)n(Cc2ccccc2)c(=O)[nH]c1=O	20%	-3%	10%	9%
CN(C)C(=O)c1ccc(-c2nnc(OCc3nc4ccccc4n3C)c3ccccc23)cc1	30%	-4%	1%	2%
COc1ccccc1-c1cccc([C@@H]2C[C@H]3[C@H](CON3C)CN2C)c1	14%	-4%	0%	-10%
C#Cc1ccc([C@H]2C=C(C(=O)OCC=C)O[C@@H](OCc3ccc(CO)cc3)C2)cc1	7%	3%	-10%	0%
Cc1ccccc1-n1c(SC(C)C(=O)NCC2CCCO2)nnc1-c1ccncc1 (centres undefined)	17%	-5%	4%	1%
CCOc1ccc(NC(=O)C2CC3CCC2C3)cc1 (centres undefined)	19%	0%	0%	1%
O=c1oc2ccccc2c(O)c1Sc1c(O)c2ccccc2oc1=O	14%	-12%	?	5%
O=c1ccn([C@@H]2O[C@H](CNS(=O)(=O)C3CC3)[C@@H](O)[C@H]2O)c(=O)[nH]1	23%	0%	9%	13%
O=C(NCc1ccc(Cl)c(Cl)c1)C1CCCC1	1%	-3%	2%	-18%
O=C1CC(c2ccccc2)=C(c2ccccc2)C1	-5%	-3%	-2%	1%
O=C1c2ccc(-c3nc4ccccc4o3)cc2C(=O)N1Cc1cccnc1	23%	-7%	0%	2%
CC1(C)CC(=O)C=C(NCCCN2CCCC2=O)C1	18%	-3%	3%	-10%
COc1ccc(CC(=O)NCc2nnc(SCC(=O)N3CCN(c4ccccc4)CC3)n2C)cc1	-15%	-1%	0%	0%
O=C(Nc1cccc(Br)c1)C1CC(=O)N(C2CCCC2)C1 (centres undefined)	-18%	2%	0%	7%
COc1cc(N)c2ncsc2c1	27%	-2%	3%	6%
CCOC(=O)CCC(NC(=O)c1ccc(CNc2nc3cc(C(F)(F)F)ccc3nc2C(=O)OCC)cc1)C(=O)OCC (centres undefined)	15%	?	-1%	0%
CCCCNC(=O)c1c(CSc2ccc(Cl)cc2)noc1C(=O)NCc1ccccc1	19%	-12%	-1%	-5%
Oc1ccccc1C=NN=CC=Cc1ccccc1	-27%	-2%	0%	-2%
CN(Cc1cnc2nc(N)nc(N)c2n1)c1ccc(C(=O)NC(CCC(=O)O)C(=O)O)cc1C(F)(F)F (centres undefined)	8%	0%	102%[activator]	0%
COc1ccc(C=C(NC(=O)c2ccccc2)C(=O)O)cc1OC	-14%	0%	0%	-1%
COc1ccc(C=NNC(=O)CCCC(=O)NN=Cc2ccc(OC)c(O)c2)cc1O	2%	-7%	0%	-2%

Six compounds out of the list, ordered by SMILES length, highest first.
SMILES	Integrin act MD	TSG101-PTAP inh	ASM inhibitor	TCR act
CCOC(=O)CCC(NC(=O)c1ccc(CNc2nc3cc(C(F)(F)F)ccc3nc2C(=O)OCC)cc1)C(=O)OCC (centres undefined)	15%	?	-1%	0%
CN(Cc1cnc2nc(N)nc(N)c2n1)c1ccc(C(=O)NC(CCC(=O)O)C(=O)O)cc1C(F)(F)F (centres undefined)	8%	0%	102%[activator]	0%
CCCCNC(=O)c1c(CSc2ccc(Cl)cc2)noc1C(=O)NCc1ccccc1	19%	-12%	-1%	-5%
O=c1oc2ccccc2c(O)c1Sc1c(O)c2ccccc2oc1=O	14%	-12%	?	5%
O=C(Nc1cccc(Br)c1)C1CC(=O)N(C2CCCC2)C1 (centres undefined)	-18%	2%	0%	7%
O=C(NCc1ccc(Cl)c(Cl)c1)C1CCCC1	1%	-3%	2%	-18%

(further entries)
SMILES	Integrin act MD	TSG101-PTAP inh	ASM inhibitor	TCR act
CC(O)C(NS(=O)(=O)c1ccc2ccccc2c1)C(=O)OCC(=O)Nc1ccccc1OC(F)F (centres undefined)	8%	-1%	-4%	-2%
Cc1cnc(N=Nc2ccccc2)[nH]1	-41%	-3%	-7%	2%
CC12CCC(=O)C=C1CCC1C2C(O)CC2(C)C1CCC2(O)C(=O)COC(=O)COCC(=O)O (centres undefined)	-8%	-6%	-4%	1%
CCOC(=O)Cc1csc(NC(=O)c2c(C)noc2C)n1	-32%	-4%	-2%	4%
COc1ccc(CNC(=O)[C@@H]2CC=C[C@@H]3CCN(Cc4ccc(Cl)c(Cl)c4)C(=O)[C@@H]32)cc1	29%	-1%	-6%	-4%
CCOC(=O)C[C@H]1c2ccc(C(F)(F)F)cc2S(=O)(=O)N1c1ccccc1	18%	-7%	-14%	-4%
O=C(CSc1nnc(-c2ccc(F)cc2)o1)Nc1ccccc1N1CCOCC1	6%	0%	1%	-22%
CC(=O)Oc1ccc2ccc3ccc(C(C)=O)cc3c2c1	23%	-4%	-5%	-11%
COc1ccc(NC(=O)/C(N=Nc2cccc(S(=O)(=O)Nc3ccc(SC(F)F)cc3)c2)=C(\C)O)cc1	21%	-6%	-16%	-4%
CCOC(=O)C(=O)Cc1cccnn1	16%	-8%	2%	4%
CCC(=O)OC1(C)C(=O)C=C2C=C(CCCC(=O)OC)OC=C2C1=O (centres undefined)	0%	-1%	13%	-1%
N#CC1C=Cc2c(ccc3ccccc23)N1C(=O)c1ccccc1 (centres undefined)	-30%	-2%	-10%	0%
O=C(c1cn(-c2ccccc2)nc1-c1ccncc1)n1nnc2ccccc21	-13%	0%	-2%	-5%
Nc1ccc2c(c1)Cc1cc(N)c(Br)cc1-2	-19%	1%	6%	2%
O=[N+]([O-])c1cccc2[nH]ncc12	-3%	0%	-1%	-1%
CCOC(=O)C1CCN(C(=O)COC(=O)c2cccc(NS(=O)(=O)c3ccccc3)c2)CC1	-17%	-3%	-1%	4%
CCOC(=O)c1c(NC(=O)CSc2nnc(-c3ccc(Cl)cc3)o2)sc2c1CCC2	1%	3%	-8%	-6%
Cc1ccc(NC(=O)N(C2=NCC(C)S2)c2ccccc2)cc1 (centres undefined)	-4%	-2%	3%	-1%
OCCOCCn1c(C(CO)Nc2nc(-c3ccc(Cl)cc3)cs2)nc2ccccc21 (centres undefined)	26%	2%	-25%	-2%
CCOC(=O)C1Nc2ccc(C(F)(F)F)cc2C2c3ccccc3CC12 (centres undefined)	0%	3%	-20%	13%
CC1CCCN(CCC(=O)c2ccccc2)C1 (centres undefined)	-13%	-1%	0%	8%
O=C1OCC(O)=C1Cc1ccccc1	-14%	-4%	6%	-3%
C[C@H]1NC(=O)[C@]2(C)[C@@H](c3ccccc3)[C@H]3COc4ccccc4[C@H]3N2C1=O	0%	-3%	-1%	-2%
CCCCN1CC(COCc2ccccc2)Oc2cccc(Oc3ccc(C(C)C)cc3)c2S1(=O)=O (centres undefined)	-18%	-3%	6%	3%
CC(=O)N1c2cc3ccccc3cc2N(C(C)=O)c2cc3ccccc3cc21	13%	-6%	-2%	1%
Cc1ccc(NC(=O)c2ccccc2F)c(NC(=O)c2ccccc2F)c1	25%	1%	4%	4%
CC1=C(N2CCN(c3ncccn3)CC2)CCC1=O	9%	1%	5%	4%
COc1cccc(CN2CCN(C(=O)c3ccco3)CC2)c1OC	-12%	0%	-2%	-4%
Cc1ccsc1/C=N/NC(=O)Cc1ccc([N+](=O)[O-])cc1	17%	-7%	0%	5%
CN(c1ccccc1N(C)S(=O)(=O)c1ccccc1)S(=O)(=O)c1ccccc1	-9%	-6%	0%	-3%
O=C1CC(=C2c3ccccc3-c3ccccc32)C(=O)N1CCN1CCN(c2ccccc2)CC1	-9%	-3%	-19%	-14%
CC(=O)NC(Cc1c[nH]c2ccccc12)C(=O)OCC(=O)N1CCN(S(=O)(=O)c2ccc(Cl)cc2)CC1 (centres undefined)	16%	-4%	4%	-10%
Cc1ccc2nc(Cl)c(/C=N/NC(=O)CN3CCOCC3)cc2c1	-2%	1%	1%	8%
CCc1nnc(NC(=O)c2ccc3c(c2)C(=O)N(CC)C3=O)s1	18%	1%	2%	-1%
CC(=NNC(=O)c1ccncc1)c1cc(Cl)ccc1Cl	-6%	-7%	1%	0%
COc1ccc2c(c1)C(=O)C1NC(=O)NC(=O)C1(Br)N2 (centres undefined)	3%	-1%	2%	-1%
Brc1ccccc1CN1CCN(Cc2c[nH]c3ccccc23)CC1	-26%	-1%	-1%	0%
c1ccc2sc(N3CCCCC3)nc2c1	10%	-5%	2%	-1%
CC(C)(CC(=O)c1ccccc1)CC(=O)c1ccccc1	15%	-2%	-2%	-4%
CC(NS(C)(=O)=O)C(c1cccs1)N1CCN(c2ccccc2F)CC1 (centres undefined)	2%	-6%	1%	8%
CC(C)(C)c1nnc2sc(SCC(O)=C(C#N)c3nc4ccccc4[nH]3)nn2c1=O	-11%	1%	-1%	2%
Oc1c(Cl)cc(Oc2cc(Cl)c(O)c(CN3CCOCC3)c2)cc1CN1CCOCC1	0%	-3%	5%	13%
CC(C)C(=O)N1CCN(c2ccccc2NC(=S)NC(=O)Cc2ccccc2)CC1	-1%	2%	-6%	-5%
CN1C(C)(C)CC(=NO)CC1(C)C	6%	-3%	-1%	-3%
O=[N+]([O-])c1cc(F)cc(F)c1Nc1cc(F)cc(F)c1	36%	1%	-8%	-1%
O=C(O)c1ccccc1NC(c1ccccc1)c1ccc2cccnc2c1O (centres undefined)	-27%	-4%	-4%	10%
O=C(NCC1CCCCC1)NCC1CCCCC1	-4%	4%	-3%	-9%
CCOc1nc(-c2ccccc2)ccc1-c1noc(-c2ccc(OC)c(OC)c2)n1	-9%	2%	1%	5%

Sorted by value in TCR act (lowest first): three of the compounds above.
structure,TCR act
COc1ccc(Nc2nc(C(C)(C)C)nc3c2nnn3Cc2ccccc2Cl)cc1OC,-2%
Cc1ccc(NC(=O)c2ccccc2F)c(NC(=O)c2ccccc2F)c1,4%
CC1CCCN(CCC(=O)c2ccccc2)C1 (centres undefined),8%

Assay outcomes from PubChem.

The list is partial; count on the stated rates, not on these rows.
